High-throughput results deposited in PubChem by Broad Institute.
PAX8 inh HTS – PAX8 transcriptional activity inhibition; hit rate 1.2% among 360,000; inhibition, % at 12.6 µM; RMG-I TPO-luciferase reporter, SteadyGlo, 24 h;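 active = mean replicate inhibition at least 60% with every replicate also reaching 60%; inconclusive = only one of the two criteria is met; inactive = mean below 60% and not all replicates reaching 60%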;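 note: luciferase light reporting Pax8 driven TPO promoter activity; plate controls were median of neutral control wells for no effect and mitoxantrone controls for full effect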
ERp5 inh – ERp5 (human) disulfide isomerase inhibition; hit rate 0.05% among 350,000; ERp5 insulin aggregation, absorbance 650 nm, 90 min; inhibition, % at 9.99 µM; Q15084;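 active = mean replicate inhibition above about 25%, with every replicate also reaching it, limit read from the data, passing the limit was not always enough; inconclusive = only one of those two criteria met; inactive = neither criterion met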
Target sequence (Q15084 whole entry, looked up): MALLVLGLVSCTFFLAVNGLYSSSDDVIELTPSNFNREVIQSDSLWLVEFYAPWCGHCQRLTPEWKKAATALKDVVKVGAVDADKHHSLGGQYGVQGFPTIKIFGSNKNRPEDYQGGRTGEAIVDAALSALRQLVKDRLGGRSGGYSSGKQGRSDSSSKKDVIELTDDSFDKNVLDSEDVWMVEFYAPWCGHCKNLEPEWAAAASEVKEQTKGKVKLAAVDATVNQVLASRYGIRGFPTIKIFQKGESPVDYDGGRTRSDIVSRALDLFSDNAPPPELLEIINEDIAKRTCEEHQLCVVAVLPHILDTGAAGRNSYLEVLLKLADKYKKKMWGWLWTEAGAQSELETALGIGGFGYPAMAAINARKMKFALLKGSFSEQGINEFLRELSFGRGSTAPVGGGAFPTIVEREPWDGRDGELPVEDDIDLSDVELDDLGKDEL
CFTR F508del cor – CFTR F508del correction in bronchial cells; CFBE cells, YFP halide quenching; stimulated with forskolin plus potentiator P3; % fluorescence drop versus neutral controls; activity (quench increase), % at 7.58 µM; hit rate 0.36% among 350,000; AID 720511;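 active = mean added fluorescence quench of at least 8% versus neutral control, with both replicates also reaching 8%; inconclusive = only one of the mean or replicate conditions met; inactive = mean below 8% and not both replicates reaching 8%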;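 note: cells transiently co-express mutant CFTR-F508del with the halide-sensitive YFP; corrector assay measuring rescue of mutant channel to the surface after 24 h compound exposure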
Xi reactivation – X-chromosome reactivation activator. activation, % at 7.58 µM. hit rate 0.055% among 360,000. XiGFP mouse fibroblasts, % GFP-positive cells imaging, 3 d; cells co-treated with 5-aza-dC sensitizer; scaled so ellipticine positive control = 100%;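 active = mean normalized replicate activation at least 10% and every replicate at or above 10%; inconclusive = only one of the two criteria met; inactive = mean below 10% and not all replicates reach 10%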;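 note: 0% = median of on-plate neutral control wells and 100% = ellipticine 6 µM median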
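Material: SV40-immortalized XiGFP fibroblast cells, line 68-5-11 | Buffer or medium: DMEM containing 5-aza-dC | Dosing: One concentration, pinned | Times: 3 d treatment, 15 min room-temperature fixation | Controls: Ellipticine 6 µM positive control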
EWS-Fli inh – EWS/Fli transcriptional activity inhibition. inhibition, % at 12.6 µM. hit rate 0.67% among 350,000. AID 651661. A673 NR0B1-luciferase reporter, viability-normalised;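 active = mean inhibition of at least 50% after viability correction, with every replicate also passing that limit; inconclusive = mean reaches 50% but only one of two replicates passes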;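 note: firefly luciferase signal divided by Alamar Blue viability fluorescence both relative to DMSO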
ARNT-TACC3 inh – ARNT/TACC3 interaction disruption. inhibition, % at 9.99 µM. AlphaScreen His-ARNT PAS-B/GST-TACC3 binding, luminescence; TACC3 fragment carries E629A point mutation. hit rate 0.66% among 390,000;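 active = mean inhibition of replicates at least 50% and at least half of replicates each reaching 50%; inconclusive = half or more replicates reach 50% but mean below 50%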;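 note: 0% = complete ARNT plus TACC3 wells and 100% = ARNT alone without TACC3; many hits fall short of the cut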
DENV2 CPE – DENV2-induced cell death inhibition | DENV2-infected cells, cytopathic effect rescue, plate reader | CPE inhibition, % at 9.99 µM | hit rate 1.7% among 350,000 | AID 651640; in the data active = CPE inhibition above about 20%, passing the limit was not always enough; inconclusive = no clear call, values can overlap the other calls; tested in BHK-21 cells;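 note: 0% = median of neutral control wells and 100% = median of positive control wells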
INS-1E GSIS act – GLuc luminescence reporter in INS-1E cells, primary screen for activators of glucose-dependent secretion of insulin; INS-1E GLuc reporter insulin secretion, 2-3 h; activation, % at 16.6 µM; hit rate 0.61% among 370,000;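 active = lowest replicate activation of at least 40%, so every replicate reaches that level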;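 note: 0% = median of neutral control wells and 100% = median of IBMX positive control wells; some compounds called inactive have numbers as strong as hits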
Starred values were filed as active, the others as inactive; ? = inconclusive; . = not tested or not shown.

Screens by letter: A = PAX8 inh HTS; B = ERp5 inh; C = CFTR F508del cor; D = Xi reactivation; E = EWS-Fli inh; F = ARNT-TACC3 inh; G = DENV2 CPE; H = INS-1E GSIS act
> COc1ccccc1OCCn1cc(C(=O)C(C)C)c2ccccc21
  A: -7; B: 0; C: -3.9; D: -0.1; E: 16; F: -4; G: ?; H: 5

> O=S(=O)(N[C@H]1CC[C@@H](CCn2cc(C3(O)CCCC3)nn2)O[C@H]1CO)c1ccc(Cl)cc1
  A: 1; B: 1; C: 2.9; D: 0.0; E: 5; F: -3; G: 3; H: 1

> Cc1cccc(C)c1NC(=O)CSc1nnc(C2CCCCC2)o1
  A: 10; B: -1; C: 2.8; D: 0.1; E: 11; F: -6; G: -3; H: 9

> COc1c2ccc(C(=O)NCCCCc3ccccc3)cc2nn1C
  A: 4; B: 9; C: 0.4; D: -0.1; E: -9; F: .; G: -1; H: -9

> N#CC1=C(N)OC2=C(C(=O)CCC2)C1c1cc2c(cc1Br)OCO2 (stereo not drawn)
  A: -2; B: 4; C: -3.5; D: -0.1; E: 17; F: 3; G: -2; H: 12

> O=C(NCC1CCCO1)c1cc2ccccc2o1 (stereo not drawn)
  A: -87; B: 2; C: -1.5; D: 0.0; E: -56; F: -3; G: 12; H: 12

> O=C(Nc1ccc2c(c1)OCCO2)C1CCCN1S(=O)(=O)c1cccc2cccnc12 (stereo not drawn)
  A: 7; B: 15; C: -0.1; D: -0.1; E: -1; F: -8; G: -1; H: 32

> COc1ccc(S(=O)(=O)Nc2ccc3c(c2)CC(=O)N([C@@H](C)CO)C[C@@H](C)[C@H](CN(C)C(=O)Nc2cccc4ccccc24)O3)cc1
  A: .; B: .; C: 0.8; D: -0.1; E: -4; F: .; G: 3; H: -1

> CN(C)C(=O)c1ccc(NC(=O)c2cccc(S(=O)(=O)N3CCCCCC3)c2)cc1
  A: 8; B: -8; C: 1.3; D: 0.0; E: 3; F: 0; G: 1; H: 4

> CC(C)[C@H](NC(=O)c1ccc(C(C)(C)C)cc1)C(=O)N1CCN(Cc2ccc3c(c2)OCO3)CC1
  A: 15; B: 3; C: -2.0; D: 0.3; E: 9; F: 7; G: -11; H: .

> Cn1c(=O)cc(N2CCCCC2)[nH]c1=O
  A: -1; B: -2; C: 4.3; D: 0.1; E: 1; F: 1; G: 5; H: .

> Cc1ccc(C(=O)OCC(=O)NC2CCCCCC2)c(C)c1
  A: -4; B: -1; C: -1.6; D: 0.0; E: -4; F: -4; G: -7; H: 23

> CN(CCOc1ccccc1)CC(O)COc1ccccc1 (stereo not drawn)
  A: 15; B: 2; C: 0.1; D: -0.1; E: -6; F: -11; G: -2; H: 15

> C[C@]12c3[nH]c4ccc(Cl)cc4c3CCN1C(=O)[C@@H](CC(=O)NCc1ccco1)C[C@@H]2C(=O)N1CCCCC1
  A: 10; B: -3; C: -1.7; D: 0.0; E: -104; F: 2; G: -3; H: -14

> Cc1c(NC(=O)COC(=O)COc2ccc(Nc3ccccc3)cc2)c(=O)n(-c2ccccc2)n1C
  A: 3; B: 0; C: .; D: 0.0; E: 5; F: 8; G: 5; H: -11

> CC(=O)N1[C@H](CO)[C@H](c2ccccc2)[C@H]1CN(C(=O)c1cccc(F)c1)C(C)C
  A: 1; B: -3; C: 1.6; D: 0.0; E: 1; F: -5; G: -7; H: 4

> CCOc1c2ccc(C(=O)NCc3cc(C(F)(F)F)cc(C(F)(F)F)c3)cc2nn1C
  A: -16; B: -1; C: 2.9; D: 0.0; E: -6; F: -19; G: -3; H: .

> O=C(Nc1ccc(Cl)cc1)c1ccc2c(=O)n3c(nc2c1)CCCCC3
  A: -39; B: 1; C: 3.2; D: 0.1; E: -62; F: 6; G: 12; H: -3

> CC(C)c1ccc(S(=O)(=O)N2CCN(C(=O)C3CC3C)CC2)cc1 (stereo not drawn)
  A: 6; B: -2; C: -2.6; D: 0.1; E: 6; F: -2; G: -7; H: -10

> CCOC(=O)/C(=C\c1cn(C)c2ccccc12)[N+](=O)[O-]
  A: 26; B: 3; C: .; D: 0.2; E: .; F: -8; G: -7; H: 1

> CCCCNC(=O)C(c1ccc(OCC(=O)OC)c(C(=O)OC)c1)N(CCOC)C(=O)CCCCCN1C(=O)NC(c2ccc(-c3ccccc3)cc2)C(C(=O)OCc2ccccc2)=C1C (stereo not drawn)
  A: 37; B: -3; C: 0.5; D: 0.0; E: 59*; F: .; G: 14; H: 1

> Cc1ccccc1NS(=O)(=O)c1ccc2[nH]c(=O)[nH]c2c1
  A: -5; B: 4; C: -0.5; D: 0.4; E: 7; F: .; G: .; H: -8

> COc1ccc(S(=O)(=O)Nc2cccnc2)cc1
  A: -4; B: 4; C: -3.4; D: -0.1; E: -1; F: -2; G: -7; H: 6

> CCOC(=O)C(=O)C1=C(N2CCOCC2)/C(=C\c2ccc(F)cc2)CC1
  A: -11; B: 2; C: -0.7; D: 0.2; E: -3; F: 5; G: .; H: -17

> Cc1cc(O)c(C2=Nc3ccccc3SC(c3ccc(Cl)cc3)C2)c(=O)o1 (stereo not drawn)
  A: -12; B: .; C: .; D: 0.0; E: .; F: -2; G: .; H: 6

Copied from the list:
Cc1cc(O)c(C2=Nc3ccccc3SC(c3ccc(Cl)cc3)C2)c(=O)o1 (stereo not drawn) in ARNT-TACC3 inh has -2
O=C(Nc1ccc(Cl)cc1)c1ccc2c(=O)n3c(nc2c1)CCCCC3 in ERp5 inh has 1

New compounds follow:
Screens by letter: A = PAX8 inh HTS; B = ERp5 inh; C = CFTR F508del cor; D = Xi reactivation; E = EWS-Fli inh; F = ARNT-TACC3 inh; G = DENV2 CPE; H = INS-1E GSIS act
> C[C@@H]1CN([C@@H](C)CO)C(=O)Cc2cc(NC(=O)Nc3ccc(C(F)(F)F)cc3)ccc2O[C@H]1CN(C)C(=O)Nc1cccc2ccccc12
  A: 47; B: -4; C: -1.3; D: 0.0; E: 12; F: -4; G: -10; H: -7

> CCC(C)(C)c1nnc(NC(=O)C2CC(=O)N(CCc3ccc(F)cc3)C2)s1 (stereo not drawn)
  A: -4; B: 5; C: 2.6; D: 0.1; E: 11; F: 5; G: 13; H: 18

> Cc1ccc(/C=N/NC(=O)c2nnn(-c3nonc3N)c2CN(C)C)s1
  A: -9; B: 3; C: 1.8; D: 0.0; E: .; F: .; G: -4; H: 2

> Cc1cc(-c2cc(C(=O)Nc3ccccc3)on2)nc(NCC2CC2)n1
  A: -7; B: 2; C: -1.3; D: 0.2; E: 3; F: -8; G: -2; H: 9

> C[C@H]1CCCCO[C@@H](CN(C)C(=O)Nc2ccccc2)[C@@H](C)CN([C@@H](C)CO)C(=O)c2cc(NC(=O)Nc3ccc4c(c3)OCO4)ccc2O1
  A: 33; B: -4; C: 0.3; D: 0.4; E: 9; F: 10; G: 2; H: 0

> CC(C)(O)/C=C/C(=O)[C@](C)(O)C1[C@H](O)C[C@@]2(C)C3CC=C4C(C=C(O[C@@H]5O[C@H](CO)[C@@H](O)[C@H](O)[C@H]5O)C(=O)C4(C)C)[C@]3(C)C(=O)C[C@]12C (stereo partly drawn)
  A: -9; B: 1; C: 0.8; D: 0.4; E: -1; F: -4; G: -15; H: 3

> COc1ccc(OS(=O)(=O)Cc2ccccc2)cc1
  A: -32; B: 1; C: -3.3; D: 0.1; E: -42; F: -8; G: -9; H: 19

> COC(C/C=C/[C@H](O)[C@H](C)OCc1ccccc1)OC
  A: -32; B: -2; C: -1.5; D: -0.1; E: -16; F: 0; G: -5; H: .

> CCc1nc2c(OCc3ccccc3)cccn2c1N(C)C(=O)c1ccc(OC)cc1
  A: 1; B: -2; C: -1.9; D: -0.1; E: 4; F: .; G: -4; H: -15

> O=C(N/N=C/c1ccco1)c1cc(-c2ccc(Cl)cc2)n[nH]1
  A: 26; B: 2; C: 0.1; D: -0.1; E: 4; F: -1; G: -4; H: 26

> O=C(NCC1CCCN1S(=O)(=O)c1cccs1)C(=O)Nc1cccc(F)c1 (stereo not drawn)
  A: -43; B: 1; C: 2.2; D: 0.1; E: -13; F: 1; G: 3; H: 2

> COc1ccc(C2c3cc(OC)c(OC)cc3CCN2C(=O)c2ccccc2Br)cc1OC (stereo not drawn)
  A: -3; B: -1; C: 0.6; D: 0.0; E: 5; F: -12; G: 5; H: -3

> Cc1ccc2c(c1)N(CC(=O)Nc1ccccc1F)C(=O)C(C)O2 (stereo not drawn)
  A: 18; B: 4; C: 2.2; D: 0.1; E: 12; F: 19; G: -1; H: -11

> CCCCc1cc(=O)oc2cc(C)cc(OCC(=O)NCC3CCC(C(=O)O)CC3)c12 (stereo not drawn)
  A: .; B: 10; C: -5.8; D: .; E: -1; F: -1; G: -5; H: 7

> Cc1cccc(OCCCC(=O)Nc2ccc(S(N)(=O)=O)cc2)c1C
  A: 11; B: .; C: .; D: -0.1; E: .; F: -15; G: .; H: 1

> Cc1[nH]c2ccccc2c1/C=N/NC(=O)c1cccc([N+](=O)[O-])c1
  A: 17; B: 0; C: 0.4; D: 0.0; E: 3; F: .; G: 1; H: 7

> Cc1onc(-c2ccccc2)c1C(=O)/C=C/N(C)C
  A: 4; B: -3; C: 1.1; D: 0.0; E: 5; F: -1; G: -1; H: -4

> COc1cccc(C(=O)COc2ccc3c(C)c(Cc4ccccc4)c(=O)oc3c2)c1
  A: 39; B: 6; C: 0.0; D: 0.0; E: 0; F: -1; G: ?; H: 12

> CCOc1ccc(-n2c(=O)c3sccc3n(CC(=O)Nc3cccc(OC)c3)c2=O)cc1
  A: 30; B: 6; C: 0.3; D: -0.2; E: 5; F: -2; G: -4; H: -2

> COCCNC(=O)C[C@@H]1C[C@@H]2c3cc(NC(=O)c4cccnc4)ccc3O[C@@H]2[C@@H](CO)O1
  A: 18; B: 16; C: 1.7; D: 0.0; E: -1; F: 8; G: -3; H: 2

> O=C(Nc1ccc2c(c1)[C@@H]1C[C@@H](CC(=O)N3CCCCC3)O[C@H](CO)[C@@H]1O2)c1ccc2c(c1)OCO2
  A: -24; B: -2; C: 2.5; D: -0.1; E: -10; F: 0; G: 1; H: -5

> Cc1nnc(Nc2ccc(C(=O)O)cc2)[nH]c1=O
  A: 6; B: -2; C: -2.4; D: 0.0; E: -2; F: 0; G: -2; H: -8

> CC(=O)Nc1ccc(S(=O)(=O)N2CCN(S(=O)(=O)N3CCOCC3)CC2)cc1
  A: 5; B: -7; C: -2.3; D: 0.4; E: 1; F: -3; G: 0; H: -5

> CN(C)CCNC(=S)Nc1ccc(Cl)cc1Cl
  A: -34; B: -1; C: 2.1; D: 0.2; E: -21; F: -5; G: -5; H: -3

> CC(Sc1nnc(CN2CCCC2)n1Cc1ccccc1)C(=O)Nc1ccc(F)cc1Cl (stereo not drawn)
  A: 4; B: 1; C: 4.9; D: 0.2; E: 6; F: 1; G: 3; H: -23

Compound profiles (already shown). Order of screens: PAX8 inh HTS	ERp5 inh	CFTR F508del cor	Xi reactivation	EWS-Fli inh	ARNT-TACC3 inh	DENV2 CPE	INS-1E GSIS act
CCOc1ccc(-n2c(=O)c3sccc3n(CC(=O)Nc3cccc(OC)c3)c2=O)cc1 is entered as 30	6	0.3	-0.2	5	-2	-4	-2
C[C@@H]1CN([C@@H](C)CO)C(=O)Cc2cc(NC(=O)Nc3ccc(C(F)(F)F)cc3)ccc2O[C@H]1CN(C)C(=O)Nc1cccc2ccccc12 is entered as 47	-4	-1.3	0.0	12	-4	-10	-7
Cc1cccc(OCCCC(=O)Nc2ccc(S(N)(=O)=O)cc2)c1C is entered as 11	.	.	-0.1	.	-15	.	1
